From PubChem
TCR act: Activators of T cell receptors: qHTS campaign; primary human leukocytes, anti-CD3, IL-2 HTRF, 48 h; Potency, µM (titrated, usually from 9.22 µM), for inactives: at the highest dose activation of IL-2 secretion, actives largely listed as activators; 330,000 tested, under 10 active; AID 504894, 2011; also: % of control where 0% means no effect
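Primary human leukocytes were stimulated with a-CD3 beads plus compounds for 48 hr without co-stimulation; secreted IL-2 was quantified by HTRF using a-IL-2-K (europium cryptate) and a-IL-2-d2, excited at 320nm with acceptor emission read at 665nm.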
TSHR antag: Antagonists of the Thyroid Stimulating Hormone Receptor: HTS campaign | TSHR-expressing cells, TSH-stimulated cAMP HTRF, 2 h; hits give low values | activity change, negative = inhibition, % at 11.5 µM | actives 0.2% (n = 330,000) | Thyrotropin receptor (Homo sapiens), P16473;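 active = activity change below a set negative limit, meaning inhibition stronger than a set level, cut at about -70% in these data; inconclusive = activity change between two set negative limits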; also: % is scaled to controls: 0 for no effect and ±100 for the full control effect
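TSHR-expressing cells were treated with compounds, then stimulated with TSH at EC80 (4nM final) for 2 hours at 37 deg C. Cellular cAMP was measured by HTRF competition between lysate cAMP and cAMP-d2 for a cryptate-labelled anti-cAMP antibody.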
BCR signal inh: qHTS Assay to Find Inhibitors of Chronic Active B-Cell Receptor Signaling. ABC-DLBCL IkBa-CBG/CBR reporter, luminescence ratio, 4 h. Potency, µM (top dose mostly 46.1 µM), for inactives: at the highest dose ratio change, negative = lower green/red ratio, hits mostly inhibitors. actives 0.05% (n = 340,000). AID 493014, 2011; active = well fitted inhibition curve with a large enough effect in the signal ratio, with a control signal flat, not every such curve was filed as active; inconclusive = small, poorly fitted or top-dose-only effect, or effect the other way, or a change in a side signal; the % refers to the signal ratio;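 also: potency is read from the fitted curve at half-maximal effect; plate controls were basal doxycycline-induced cells for no effect and cells given 10 µM MG132 for full effect; MG132 reads +100%, hits lower the ratio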
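Cell line TMD8 (human ABC DLBCL), stably expressing tet-inducible CBG68-IkBa fusion and CBR; IMDM/0.5% FBS; cpd up to 46 uM; dox induction, 4 h, 37C/5% CO2; dual luminescence; green/red ratio; MG132 control.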
Eya2 phos inh: qHTS Assay for Inhibitors of the Phosphatase Activity of Eya2; Potency, µM (series often up to 76.9 µM), inactives show at the highest dose activity, negative = inhibition, most hits filed as inhibitors; recombinant Eya2, OMFP fluorescence dephosphorylation (OMFP is methylfluorescein phosphate); actives 0.006% (n = 330,000); also: potency is read from the fitted curve at half-maximal effect; % is scaled to controls: 0 for no effect and ±100 for the full control effect
Target sequence (O00167 whole entry, looked up): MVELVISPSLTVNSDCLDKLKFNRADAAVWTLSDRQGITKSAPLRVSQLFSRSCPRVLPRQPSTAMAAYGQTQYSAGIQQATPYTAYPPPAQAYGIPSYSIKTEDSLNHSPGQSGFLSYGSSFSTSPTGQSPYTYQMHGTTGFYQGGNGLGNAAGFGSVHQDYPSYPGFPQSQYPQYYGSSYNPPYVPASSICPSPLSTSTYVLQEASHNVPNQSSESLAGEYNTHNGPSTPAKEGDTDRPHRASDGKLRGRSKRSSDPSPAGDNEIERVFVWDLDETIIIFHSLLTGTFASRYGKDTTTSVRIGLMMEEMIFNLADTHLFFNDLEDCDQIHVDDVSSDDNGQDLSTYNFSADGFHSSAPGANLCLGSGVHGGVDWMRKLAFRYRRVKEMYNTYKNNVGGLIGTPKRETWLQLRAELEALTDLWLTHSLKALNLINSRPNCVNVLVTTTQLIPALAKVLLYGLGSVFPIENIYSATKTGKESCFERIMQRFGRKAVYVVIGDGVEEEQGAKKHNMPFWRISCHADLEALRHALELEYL
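Eya2 (0.2 uM) preincubated 10 min at ambient with compound, then OMFP substrate added at 50 uM; 10 min reaction in 50 mM HEPES pH 7.5, 50 mM NaCl, 5 uM MgCl2, 0.05% BSA, 1 mM DTT. Fluorescence read at Ex 485/Em 525 nm.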
Tb PFK inh: qHTS Assay to Find Inhibitors of T. brucei phosphofructokinase | ATP-dependent 6-phosphofructokinase (Trypanosoma brucei brucei), O15648 | Potency, µM (series often up to 57.5 µM), without a hit: top-dose activity, negative = inhibition, hits mostly inhibitors | T. brucei PFK, ADP-Glo luminescence | actives 0.17% (n = 330,000) | AID 485367, 2010;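 also: potency is read from the fitted curve at half-maximal effect; 0% = uninhibited 1x PFK enzyme wells and -100% = no-enzyme wells; nearly all actives have a fitted effect of over 60% in size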
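In TEA buffer at pH 8.0 with 5 mM MgCl2, enzyme (1.25 nM) converted F6P (0.5 mM) and ATP (0.1 mM) for 45 min at room temperature. ADP product was read by luciferase luminescence.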
ELG1 repair inh: qHTS screen for small molecules that inhibit ELG1-dependent DNA repair in human embryonic kidney (HEK293T) cells expressing luciferase-tagged ELG1 | Potency, µM (doses to about 46.1 µM), without a hit: top-dose activity change, negative = inhibition, actives largely listed as inhibitors | HEK293T ELG1-luciferase reporter, luminescence, 16 h; DNA damage induced by 5-fluorouridine | actives 2.3% (n = 330,000); also: potency is read from the fitted curve at half-maximal effect; % is scaled to controls: 0 for no effect and ±100 for the full control effect; nearly all actives have a fitted effect of over 55% in size
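DMSO vehicle served as the neutral condition. Each well held 2,000 cells given 5-fluorouridine plus compound; after 16 hr at 37 °C/5% CO2, ONE-Glo was added and luciferase measured 30 min later.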
PTAP TSG101 blk: qHTS Assay for Iinhibitors of HIV-1 Budding by Blocking the Interaction of PTAP/TSG101; Tumor susceptibility gene 101 protein (Homo sapiens), Q99816; Fluorescence polarization, FITC-PTAP peptide / Tsg101 binding; Potency, µM (titrated, usually from 115 µM), without a hit: top-dose activity change, negative = inhibition, usual class: inhibitors; 340,000 tested, under 10 active; AID 493005, 2010; active = well fitted inhibition curve with a large enough effect in the main read-out, with a control signal flat, not every such curve was filed as active; inconclusive = small, poorly fitted or top-dose-only effect, or effect the other way, or a change in a side signal; inactive = no such curve, though single readings can be large or run the other way; also: potency is read from the fitted curve at half-maximal effect; % of control where 0% means no effect
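FP read-out: FITC-PTAP peptide, 50 nM final, binding Tsg101 binding domain, 10 uM final; 20 min, r.t.; 10 mM HEPES pH 7.5, 0.15 M NaCl, 0.01% Tween 20, 3 mM EDTA, 0.1 mM TCEP.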
USP2a inh: qHTS Assay for Inhibitors of Ubiquitin-specific Protease USP2a Using CHOP2 as the Reporter; Potency, µM (doses to about 38.3 µM), without a hit: at the top dose activity change, negative = inhibition, hits mostly inhibitors; actives 0.01% (n = 330,000); USP2 core, Ub-CHOP2 coupled fluorogenic reporter, 485/531;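 also: potency is read from the fitted curve at half-maximal effect; plate controls were DMSO wells for no effect and full inhibition by NEM control for full effect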
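Cell-free coupled assay: 10nM USP2 core preincubated 30min RT with compound in Tris-HCl pH 8.0/CaCl2/CHAPS buffer, then 25nM Ub-CHOP2 and 25nM reporter substrate; fluorescence (Ex 485/Em 531) read after 60min RT, normalized to NEM inhibition, concentration-response curves fitted.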
uPA surface inh: qHTS for Inhibitors of Cell Surface uPA Generation. cell surface uPA generation assay, qHTS. Potency, µM (series often up to 38.3 µM), inactives show at the highest dose activity change, negative = inhibition, usual class: inhibitors. actives 0.31% (n = 330,000); active = well fitted inhibition curve with a large enough effect; inconclusive = small, poorly fitted or top-dose-only effect; inactive = no such curve, though single readings can be large or run the other way; tested in mouse RAW 264.7 cells; also: potency is read from the fitted curve at half-maximal effect; % is scaled to controls: 0 for no effect and ±100 for the full control effect; nearly all actives have a fitted effect of over 55% in size
B2AR arrestin: qHTS assay of beta-arrestin-biased ligands of beta2-adrenergic receptor. Beta-2 adrenergic receptor (Homo sapiens), P07550. beta-arrestin recruitment to beta2AR, cell-based reporter. Potency, µM (doses to about 46.1 µM), for inactives: at the highest dose activation, actives largely listed as activators. actives 0.02% (n = 330,000);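 also: potency is read from the fitted curve at half-maximal effect; 0% = DMSO controls and full agonism = EC100 isoproterenol or metaproterenol; nearly all actives have a fitted effect of over 65% in size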
Target sequence (P07550 whole entry, looked up): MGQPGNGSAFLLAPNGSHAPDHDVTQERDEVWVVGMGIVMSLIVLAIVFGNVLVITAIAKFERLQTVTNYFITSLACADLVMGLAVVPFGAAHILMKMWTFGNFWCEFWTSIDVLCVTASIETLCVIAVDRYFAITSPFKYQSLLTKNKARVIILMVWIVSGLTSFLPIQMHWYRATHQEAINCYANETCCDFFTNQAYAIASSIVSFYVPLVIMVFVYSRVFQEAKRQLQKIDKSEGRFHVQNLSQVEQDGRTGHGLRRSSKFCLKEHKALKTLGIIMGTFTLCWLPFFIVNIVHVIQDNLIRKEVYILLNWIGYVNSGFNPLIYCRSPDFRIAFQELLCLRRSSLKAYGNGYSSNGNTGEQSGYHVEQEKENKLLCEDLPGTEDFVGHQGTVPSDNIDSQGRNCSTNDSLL
Mito fusion yeast: qHTS Assay for Small Molecule Inhibitors of Mitochondrial Division or Activators of Mitochondrial Fusion; S. cerevisiae fusion-defective mutant growth rescue, CellTiterGlo 48 h; AID 485298, 2010; Potency, µM (series often up to 46.1 µM), without a hit: top-dose growth rescue (activation), hits mostly activators; actives 0.23% (n = 320,000);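 also: potency is read from the fitted curve at half-maximal effect; % of control where 0% means no effect; nearly all actives have a fitted effect of over 45% in size; temperature-sensitive fusion mutants such as fzo1-1 at 37 °C on non-fermentable ethanol glycerol medium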
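Luminescent cell viability in 1536-well qHTS format served as the measure of rescued growth in ts fusion-mutant S. cerevisiae cultured on non-fermentable YPEG for 48 hours at 37C.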
The depositor's hits bear a star; ? = inconclusive; . = not tested or not shown; [ ] = dose if it differs, or a comment. Unless noted, calls follow the shape of the dose curve; as a rule, active = well fitted curve in the direction sought with a large enough effect; inconclusive = small, poorly fitted or top-dose-only effect, or another doubt; inactive = no such curve, though single readings can be large; an effect the other way counts as inactive or inconclusive. Rows are unselected; overall some 3% were active at least once.

cpd	compound	TCR act	TSHR antag	BCR signal inh	Eya2 phos inh	Tb PFK inh	ELG1 repair inh	PTAP TSG101 blk	USP2a inh	uPA surface inh	B2AR arrestin	Mito fusion yeast
1	CCCn1nc(C(=O)NC2CCCCCC2)c2ccccc2c1=O	3%	-3	-15%	-27%	4%	-24%	0%	1%	-1%	0.0%	7%
2	COc1ccc(N(CC(=O)NCc2ccc(C)cc2)S(=O)(=O)c2c(C)noc2C)cc1	11%	-12	?	3%	-1%	1%	1%	2%	-20%	-0.4%	0%
3	CCN(CCCNC(=O)c1cn(CC)c2ccc(S(=O)(=O)N(C)C)cc2c1=O)c1cccc(C)c1	3%	56	?	10%	-4%	23µM*	-5%	0%	-1%	-0.9%	4%
4	COc1ccccc1OCCNC(=O)C1CCN(C(C)=O)CC1	-24%	-1	0%	14%	1%	6%	-1%	3%	-8%	-0.4%	5%
5	Cc1ccc(-c2nc3ccccc3[nH]2)cc1NC(=O)c1ccco1	-3%	-6	5%	4%	13%	-4%	-4%	0%	6%	0.0%	2%
6	CCn1nc(C(=O)NNC(=O)c2cc(Cl)ccc2OC)c2ccccc2c1=O	-1%	3	-10%	-4%	0%	7%	-5%	0%	-10%	0.1%	8%
7	O=C(/C=C/c1cccc(F)c1)Nc1cc(S(=O)(=O)N2CCOCC2)ccc1Cl	1%	-6	-13%	-5%	6%	26µM*	-1%	2%	-28%	-0.2%	.
8	COc1ccc(C(=O)NNC(=O)CSc2nnnn2C)cc1	-11%	17	-2%	1%	-2%	0%	-1%	0%	6%	-0.8%	2%
9	Cc1csc(NC(=O)CSc2nnc(-c3ccccn3)n2-c2ccc(C)c(C)c2)n1	1%	-2	?	-12%	-1%	-1%	1%	0%	1%	-0.1%	-1%
10	CCOc1ccc(NC(=O)CN(C)C(=O)c2ccccc2Cc2ccccc2)cc1OCC	-8%	-6	?	-11%	0%	?	-8%	0%	18%	0.1%	-9%
11	Cc1cc(NC(=O)CN2C(=O)NC3(CCCCC3C)C2=O)no1 (configuration not stated)	-4%[46.1 µM]	23	0%	4%	2%	0%	-1%	?	1%	-0.2%	2%
12	O=Cc1cccn1-c1c(C(=O)O)cnn1-c1ccccc1	-5%	3	5%	19%	-1%	-10%	-4%	9%	2%	0.0%	-4%
13	Oc1ccccc1CNCC12CC3CC(CC(C3)C1)C2	-2%	4	5%	-9%	0%	6%	-2%	1%	0%	-0.1%	-25%
14	N#Cc1c(N)sc(=S)c2c1CCN(Cc1ccccc1)C2	.	-4	24%	8%	-9%	-20%	.	5%	.	-0.2%	?
15	CCOC(=O)c1cnc(SCCc2ccccc2)nc1N	0%	-16	?	-8%	1%	?	-4%	0%	-1%	0.0%	11%
16	Cc1ccc(/C=N/n2c(COc3ccccc3)n[nH]c2=S)s1	-55%	?	0%	-13%	2%	-1%	-4%	0%	3%	0.4%	5%
17	COc1ccc(CC(=O)OCC(=O)c2c[nH]c3ccccc23)cc1	6%	-7	?	0%	0%	?	-4%	2%	13%	0.0%	-2%
18	CCOC(=O)c1c(S(=O)(=O)N2CCN(c3ccc(C(C)=O)cc3)CC2)c(C)n(C)c1C	0%	-9	?	2%	2%	-4%	-3%	-2%	-1%	0.4%	7%
19	CCOC(=O)C1=C(C)NC2=C(C(=O)c3ccccc32)C1c1cccc2ccccc12 (configuration not stated)	5%	-8	1%	1%	1%	-27%	0%	5%	-1%	-0.8%	?
20	Cc1ccc(-c2nc3ccccc3n3nnnc23)cc1	5%	-2	2%	-28%	0%	?	-1%	2%	7%	-0.3%	-9%

Next section
cpd	compound	TCR act	TSHR antag	BCR signal inh	Eya2 phos inh	Tb PFK inh	ELG1 repair inh	PTAP TSG101 blk	USP2a inh	uPA surface inh	B2AR arrestin	Mito fusion yeast
21	Cc1c(CCO)sc[n+]1CC(=O)OC12CC3CC(CC(C3)C1)C2	9%	3	-6%	5%	5%	0%	-2%	4%	-2%	-0.7%	0%
22	O=C1C2CCCN2C(=O)N1CCCN1CCN(c2ccc([N+](=O)[O-])cc2)CC1 (configuration not stated)	0%	1	-5%	4%	0%	-4%	-4%	0%	-5%	-0.3%	3%
23	CC(Sc1nnc(CN2CCCC2)n1Cc1ccccc1)C(=O)Nc1ccc(F)cc1 (configuration not stated)	-2%	4	1%	-23%	0%	8%	-2%	-6%	6%	-0.2%	1%
24	COc1cccc(/C=C/C(=O)c2ccc3c(c2)OCO3)c1OC	1%	-13	?	-10%	-5%	?	-3%	0%	-13%	0.1%	0%
25	N#Cc1ccc2c(c1)C[C@]1(c3ccsc3)Oc3c(c(=O)oc4ccccc34)C2O1	.	.	?	9%[15.4 µM]	-3%[11.5 µM]	.	.	0%[7.66 µM]	.	-0.2%[9.22 µM]	-2%[9.22 µM]
26	O=C(O/N=C1\CCCCC1c1ccc([N+](=O)[O-])cc1[N+](=O)[O-])c1c(F)cccc1F (configuration not stated)	6%	-5	-3%	-12%	7%	9%	1%	-3%	5%	0.0%	-1%
27	CCN1CCN(C2=C(NS(=O)(=O)c3ccccc3)C(=O)c3ccccc3C2=O)CC1	2%	5	-7%	7%	-3%	?	-1%	-4%	?	-0.4%	-18%
28	Cc1ccc2oc(C(=O)N(C)Cc3ccon3)c(C)c2c1	3%	-14	1%	3%	-5%	?	-2%	3%	?	-1.5%	0%
29	COC(=O)c1c(C(=O)OC)c(-c2ccc(Br)cc2)n2c1CS(=O)C2 (configuration not stated)	6%	-5	0%	-11%	3%	-2%	-4%	0%	4%	-0.6%	-3%
30	COC(=O)CCc1cccc(CCC(=O)OC)c1	-4%	-8	-16%	-18%	1%	?	-3%	0%	-2%	0.5%	2%
31	Cn1c(=O)n(C)c2cc([N+](=O)[O-])c(N3CCN(S(=O)(=O)c4ccc(C(C)(C)C)cc4)CC3)cc21	.	15	4%	11%	-4%	?	3%	2%	0%	-0.8%	-9%
32	COc1ccc(OC)c(CN2CCC(C(=O)N3CCOCC3)CC2)c1	2%[46.1 µM]	12	2%	1%	-2%	-11%	-1%	3%	0%	-2.1%	-19%
33	CCOc1ccc(N(CC(=O)NC2CCCC2)C(=O)CCC(=O)Nc2nccs2)cc1	0%	-7	0%	?	6%	2%	0%	1%	-3%	-0.1%	-2%
34	CN(C(=O)CSc1nnc2n1CCCCC2)C1(C#N)CCCCC1	2%	3	3%	-14%	0%	12%	-2%	0%	7%	0.0%	.
35	COc1ccc2c(C(F)(F)F)cc(=O)oc2c1C	1%[46.1 µM]	10	-20%	2%	-1%	8%	-4%	0%	-1%	0.1%	0%
36	COc1ccc(Nc2n[nH]c(N)c2C(N)=O)cc1	9%	-3	0%	9%	-5%	4%	1%	1%	-1%	-0.2%	4%
37	O=C(NCc1ccccc1)c1onc(CSc2ccccn2)c1C(=O)NCc1ccccc1	-3%	-9	1%	-1%	2%	-2%	-5%	2%	5%	-0.1%	25%
38	COc1ccc(NC(=O)CCN2C(=O)C3C4C=CC(C4)C3C2=O)cc1 (configuration not stated)	-14%	-4	1%	1%	1%	1%	-4%	1%	1%	-0.1%	-4%
39	COC(=O)c1sccc1NC(=O)Cn1cnc2c1c(=O)n(C)c(=O)n2C	2%	-3	7%	2%	-4%	-7%	-7%	-2%	1%	0.4%	2%
40	CCN(CCCNC(=O)C1CCC(=O)N1Cc1ccc(F)cc1)c1cccc(C)c1 (configuration not stated)	2%	-1	-1%	19%	4%	-1%	-4%	0%	4%	-1.0%	1%
